Screening results from PubChem BioAssay.
GLP-1R inv ag: acts as inverse agonist at human GLP-1 receptor; P43220; HEK293 GLP-1R CRE-luciferase, luminescence, 24 h; GLP-1R form is constitutively active; Potency, µM (top dose mostly 38.3 µM), inactives show at the highest dose activity change, negative = inhibition, usual class: inhibitors; actives 1.6% (n = 410,000); AID 624417; also: potency is read from the fitted curve at half-maximal effect; % is scaled to controls: 0 for no effect and ±100 for the full control effect; nearly all actives have a fitted effect of over 55% in size
Target sequence (P43220 whole entry, looked up): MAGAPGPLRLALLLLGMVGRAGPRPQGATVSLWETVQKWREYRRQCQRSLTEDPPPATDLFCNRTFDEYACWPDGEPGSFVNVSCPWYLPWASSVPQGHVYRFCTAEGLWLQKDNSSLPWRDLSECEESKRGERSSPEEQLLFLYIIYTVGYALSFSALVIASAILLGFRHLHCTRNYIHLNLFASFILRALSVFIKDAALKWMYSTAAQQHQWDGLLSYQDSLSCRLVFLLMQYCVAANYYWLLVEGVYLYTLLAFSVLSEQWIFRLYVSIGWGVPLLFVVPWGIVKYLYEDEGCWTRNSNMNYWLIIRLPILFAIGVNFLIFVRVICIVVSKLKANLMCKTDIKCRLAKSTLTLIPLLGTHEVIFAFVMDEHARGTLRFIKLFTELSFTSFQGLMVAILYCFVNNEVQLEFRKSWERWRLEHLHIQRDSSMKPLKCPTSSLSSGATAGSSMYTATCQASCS
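Constitutively active GLP-1R drives a cAMP-responsive luciferase in stably transfected HEK293 cells; test compounds are added after overnight (12 h) attachment and left 24 hr, and signal loss in luminescence marks inhibition.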
aSyn rescue: inhibitors of alpha-synuclein toxicity in yeast. actives 0.14% (n = 370,000). Yeast expressing alpha-synuclein, growth rescue, BacTiter-Glo, 24 h. Potency, µM (titrated, usually from 46.1 µM), inactives show at the highest dose growth rescue (activation), most hits filed as activators; also: potency is read from the fitted curve at half-maximal effect; % of control where 0% means no effect; nearly all actives have a fitted effect of over 65% in size
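Rescue of yeast growth: cells expressing toxic alpha-synuclein, induced in galactose at OD600 0.02, incubated with compound 24 h at 30 C. ATP luminescence quantified growth; inhibitors of toxicity appear as activators.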
HEK293 tox: cytotoxic in the GLP-1 receptor inverse agonist counter-screen. HEK293 cAMP-luciferase reporter cells, luminescence, 24 h. Potency, µM (series often up to 38.3 µM), inactives show at the highest dose activity change, negative = inhibition, usual class: inhibitors. actives 0.13% (n = 410,000). AID 624418;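 also: loss of luciferase light is scored as toxicity; potency is read from the fitted curve at half-maximal effect; % is scaled to controls: 0 for no effect and ±100 for the full control effect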
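Luminescence readout: signal drop marks cytotoxicity. Plated cells grew 12 h at 37 °C, 5% CO2, received 23 nL compound for 24 h, then got luciferase reagent, read after 12 min at RT.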
TDP43 rescue: rescues yeast growth from TDP-43 toxicity; TDP-43 expressing yeast growth rescue, BacTiter-Glo, 24 h; Potency, µM (doses to about 46.1 µM), inactives show top-dose growth rescue (activation), usual class: activators; actives 1.8% (n = 410,000); AID 652104; also: potency is read from the fitted curve at half-maximal effect; % of control where 0% means no effect; nearly all actives have a fitted effect of over 50% in size
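In this qHTS, compounds that restore growth of yeast expressing TDP-43 appear as activators. Cells (OD600=0.02, galactose medium, raffinose-pregrown) are incubated with compound 24 hr at 30 deg C and growth is quantified by BacTiter-Glo.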
FUS yeast rescue: suppressors of FUS proteinopathy in yeast. S. cerevisiae FUS-expressing, growth rescue, OD600, 24 h. Potency, µM (titrated, usually from 76.6 µM), inactives show top-dose growth rescue (activation), most hits filed as activators. actives 0.24% (n = 390,000);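 also: potency is read from the fitted curve at half-maximal effect; plate controls were DMSO vehicle for no effect and reference control for full effect; nearly all actives have a fitted effect of over 55% in size; some results filed as inactive show a strong effect at the top dose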
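S. cerevisiae expressing FUS from galactose induction served as the toxicity model. Growth after 24hr at 30C, read as absorbance at 600 nm, indicates suppression of toxicity; compounds dosed at several concentrations.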
Akt phos inh: blocks phosphorylation of Akt; activity change, % for hits at 50 µM; AID 651550; actives 0.32% (n = 360,000); Neuro2A IGF-stimulated pAkt S473 HTRF, 20 min; active compounds read low; in the data active = activity change below about -80%; inconclusive = mostly about -51% to -80%; also: % is scaled to controls: 0 for no effect and ±100 for the full control effect
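Single-point screen (50 µM final compound) in Neuro2A cells stimulated 20 min with 6 nM IGF at 37 deg C. After lysis, Ser473-phosphorylated Akt read by HTRF (ex 330 nm, em 615/665 nm) as the 665/615 ratio.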
Mm-Cpn inhibitor: M. maripaludis TRiC chaperonin inhibition. Potency, µM (titrated, usually from 76.9 µM), for inactives: at the highest dose activity, negative = inhibition, actives largely listed as inhibitors. AID 504842. actives 0.031% (n = 330,000). purified Mm-Cpn ATPase, ADP Transcreener TR-FRET; also: potency is read from the fitted curve at half-maximal effect; % is scaled to controls: 0 for no effect and ±100 for the full control effect; nearly all actives have a fitted effect of over 80% in size
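ATPase read-out: TR-FRET ADP immunoassay (anti-ADP Eu cryptate vs ADP-d2), ex 320 nm, em 590/665 nm; signal drops as ADP forms. Enzyme 25 nM, ATP 10 uM, 30 min at 37°C after 10 min compound preincubation.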
Abeta rescue: compounds reversing amyloid beta toxicity in yeast | AID 1347071 | yeast expressing A-beta42, growth rescue, OD600, 48 h; response scale: 0% DMSO, 100% iron-clioquinol control | actives 0.063% (n = 410,000) | Potency, µM (top dose mostly 46.1 µM), for the others: at the top dose growth rescue, hits mostly activators; also: potency is read from the fitted curve at half-maximal effect; nearly all actives have a fitted effect of over 55% in size
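Yeast growth medium received pinned compounds, then yeast cells expressing toxic A-beta were added; plates incubated at 30 C for 48 hr. Growth read as absorbance at 600 nm, normalized to DMSO and equimolar FeCl3 plus clioquinol controls.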
PTHR1 agonist: agonists of human PTHR1 parathyroid hormone receptor | Q03431 | HEK293 GP2 PTHR1 cells, GloSensor cAMP luminescence, 1 h | Potency, µM (doses to about 115 µM), for the others: top-dose activation, usual class: activators | actives 0.075% (n = 410,000) | AID 743266; also: potency is read from the fitted curve at half-maximal effect; nearly all actives have a fitted effect of over 55% in size; some results filed as inactive show a strong effect at the top dose; inactives centre near -15; many of its hits are not listed in these tables
Target sequence (Q03431 whole entry, looked up): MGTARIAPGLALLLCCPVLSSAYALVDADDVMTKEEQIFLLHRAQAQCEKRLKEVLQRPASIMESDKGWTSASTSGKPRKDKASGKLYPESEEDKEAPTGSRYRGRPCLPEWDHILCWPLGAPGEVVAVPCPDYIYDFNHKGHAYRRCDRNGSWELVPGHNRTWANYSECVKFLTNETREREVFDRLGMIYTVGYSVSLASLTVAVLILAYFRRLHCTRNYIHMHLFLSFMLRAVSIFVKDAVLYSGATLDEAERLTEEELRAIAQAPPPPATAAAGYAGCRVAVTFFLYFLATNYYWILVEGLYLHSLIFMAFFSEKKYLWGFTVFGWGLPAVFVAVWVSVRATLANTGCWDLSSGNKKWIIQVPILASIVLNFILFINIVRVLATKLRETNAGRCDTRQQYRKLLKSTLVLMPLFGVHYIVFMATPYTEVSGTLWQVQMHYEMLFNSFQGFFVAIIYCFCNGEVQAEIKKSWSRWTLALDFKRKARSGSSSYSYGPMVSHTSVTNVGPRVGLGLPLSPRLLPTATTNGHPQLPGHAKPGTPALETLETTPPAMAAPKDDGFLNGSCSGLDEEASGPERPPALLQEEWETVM
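HEK-293-derived GP2 cells expressing PTHR1 and a GloSensor cAMP reporter, 3,000/well, plated overnight, given luciferin plus IBMX (each 0.5 mM as added) for 1 h at 37 °C, then compound for 1 h at 37 °C. Luminescence was read after 15 min at room temperature.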
Active calls of the source: *; i = inactive; ? = inconclusive; nt = not tested or not shown; & = joins results of further samples; [ ] = dose if it differs, or a comment. Unless noted, calls follow the shape of the dose curve; as a rule, active = well fitted curve in the direction sought with a large enough effect; inconclusive = small, poorly fitted or top-dose-only effect, or another doubt; inactive = no such curve, though single readings can be large; an effect the other way counts as inactive or inconclusive.

Letter code – A = GLP-1R inv ag; B = aSyn rescue; C = HEK293 tox; D = TDP43 rescue; E = FUS yeast rescue; F = Akt phos inh; G = Mm-Cpn inhibitor; H = Abeta rescue; I = PTHR1 agonist
> S=C1NCN(Cc2ccccc2)CN1
  A = -5%	B = 10%	C = 4%	D = 9%	E = -20%	F = i	G = 2%	H = 0%	I = i

> CCCc1nc2sc(C(=O)OCC)c(N)c2c2c1COC(C)(C)C2
  A = 17%	B = 4%	C = 26%	D = 14%	E = -8%	F = i	G = -1%	H = ?	I = i

> O=C(O)C(=O)/C(=C\c1ccsc1)c1ccc2ccccc2n1
  A = 3%	B = -1%	C = 22%	D = -7%	E = 26%	F = i	G = -2%	H = -3%	I = -6%

> CC(=O)NC(Cc1ccc(F)cc1)C(=O)O (stereo unspecified)
  A = 4%	B = 3%	C = -5%	D = 14%	E = 8%	F = i	G = -1%	H = 6%	I = -11%[57.5 µM]

> Cc1[nH]c2ccccc2c1C(=O)/C=C\c1ccccc1Cl
  A = 9%	B = 17%	C = 13%	D = 5%	E = 8%	F = i	G = 1%	H = -8%	I = -40%

> CC(C)(C)Cn1c(=O)[nH]c(=O)c2cc([N+](=O)[O-])cnc21
  A = 8%	B = -2%	C = -20%	D = -2%	E = nt	F = i	G = 0%	H = 0%	I = i

> O=C(OCC(=O)c1ccc[nH]1)c1ccc(Cl)nc1
  A = 41%	B = 1%	C = -4%	D = -20%	E = 4%	F = i	G = 0%	H = -12%	I = -1%

> O=C(CN1CCC(NC(=O)C2CC2)CC1)Nc1cccc(F)c1
  A = -2%	B = -1%	C = 0%	D = -23%	E = -3%	F = i	G = 1%	H = -3%	I = i

> CC(=O)Nc1ccc(OCCOc2ccc(/C=C3\C(=N)N4N=C(C(C)C)SC4=NC3=O)cc2)cc1
  A = 14%	B = -1%	C = 8%	D = 15%	E = -10%	F = i	G = -2%	H = 1%	I = i

> CC12CC(NC(=O)N1c1cccc(C(=O)N3CCN(c4ccccn4)CC3)c1)c1ccccc1O2 (stereo unspecified)
  A = 1%	B = -1%	C = -8%	D = -12%	E = 12%	F = i	G = -1%	H = -16%	I = i

> C/C(=N/NC(=O)C(C)n1nc(C)c([N+](=O)[O-])c1C)c1ccc(OCC(N)=O)cc1 (stereo unspecified)
  A = 18%	B = -1%	C = -14%	D = -7%	E = 20%	F = i	G = 1%	H = -8%	I = -12%

> O=C(CC1S/C(=N/N=C/c2c[nH]c3ccc(OCc4ccccc4)cc23)NC1=O)Nc1ccccc1 (stereo unspecified)
  A = 15%	B = 0%	C = 16%	D = 10%	E = 12%	F = i	G = 0%	H = -3%	I = i

> Clc1ccc(CN2CCc3nc(N4CCN(c5ccccn5)CC4)ncc3C2)cc1
  A = ?	B = nt	C = -5%	D = 2%	E = -22%	F = nt	G = nt	H = -3%	I = -37%

> CC1(C(=O)NS(=O)(=O)c2ccccc2)CCN1C(=O)CC1CCCC1 (stereo unspecified)
  A = 3%	B = 1%	C = 6%	D = -7%	E = 14%	F = i	G = nt	H = -19%	I = 18%

> Cc1nc(S(=O)(=O)Nc2ccccc2C(=O)NCC2CC2)cn1C
  A = 13%	B = 8%	C = -7%	D = -10%	E = 20%	F = i	G = -2%	H = -4%	I = -1%

> Nc1ncnc2c1ncn2C1OC(CO)C(O)C1O (stereo unspecified)
  A = 13%	B = -12%	C = -6%	D = 0%	E = 2%	F = i	G = -10%	H = 4%	I = i

> COc1ccc(/C=C/C(=O)N2CCC(c3nc4ccccc4o3)CC2)cc1OC
  A = 11%	B = nt	C = -7%	D = 16µM*	E = ?	F = nt	G = nt	H = -31%	I = -10%

> Cc1c(C)c2c(OCC(=O)N[C@@H](Cc3ccccc3)C(=O)O)cc3c(c2oc1=O)CCC(C)(C)O3
  A = 13%	B = ?	C = -2%	D = 15%	E = 21%	F = i	G = -4%	H = -2%	I = 13%

> CCCCC1Cc2[nH]c(=S)[nH]c(=O)c2C(c2ccc(F)cc2)O1 (stereo unspecified)
  A = 2%	B = 1%	C = -1%	D = -8%	E = -7%	F = i	G = nt	H = -8%	I = 4%

> CCN(CC)S(=O)(=O)c1ccc(SCC(=O)c2c(N)n(C3CC3)c(=O)[nH]c2=O)nc1
  A = -21%	B = 0%	C = 0%	D = 11%	E = -27%	F = i	G = nt	H = 2%	I = -6%

> CN1CCN(C(=O)/C(=C/c2cn(S(=O)(=O)N(C)C)c3ccccc23)NC(=O)c2ccccc2F)CC1
  A = 12%	B = -1%	C = -5%	D = -3%	E = -3%	F = i	G = -4%	H = nt	I = i

> O=C(O)c1cc(N/N=C/c2ccc(N3CCOCC3)cc2)ccc1Cl
  A = ?	B = -5%	C = -3%	D = -12%	E = 34%	F = i	G = -3%	H = -2%	I = -16%

> O=C(CSc1nnc(-c2ccco2)n1Cc1ccccc1)NC(=O)NCc1ccco1
  A = -1%	B = -6%	C = -27%	D = -2%	E = nt	F = i	G = -1%	H = 0%	I = i

> Cc1cc(C)n(Cc2cccc(F)c2)c(=O)c1C#N
  A = 6%	B = -15%	C = -3%	D = 3%	E = -3%	F = i	G = 1%	H = 6%	I = -12%[57.5 µM]

> Cc1cc(C)cc(N(CC(=O)NCCSCc2ccco2)S(C)(=O)=O)c1
  A = ?	B = 0%	C = 2%	D = -26%[9.22 µM]	E = 21%	F = i	G = 1%	H = -9%	I = -6%

> COc1ccc(S(=O)(=O)N2CCN(CC(=O)NC3CCCC3)CC2)cc1
  A = 8%	B = -1%	C = 11%	D = 16%	E = 5%	F = i	G = 0%	H = -10%	I = -23%

> O=C(O)c1cc([N+](=O)[O-])c(Nc2cccc3ccccc23)c([N+](=O)[O-])c1
  A = ?	B = -53%[inhibitor]	C = -5%	D = 11µM*	E = -7%	F = i	G = 0%	H = ?	I = -51%[inhibitor]

> O=C(CN1CCN(C(=O)c2ccco2)CC1)Nc1ccc(Cl)c(C(F)(F)F)c1
  A = ?	B = -2%	C = -6%	D = 20%	E = 2%	F = i	G = -2%	H = -9%	I = -15%

> CCOc1ccc(NC(=O)COC(=O)C2C3CC4OC(=O)C2C4C3)cc1 (stereo unspecified)
  A = 18%	B = -2%	C = -5%	D = -9%	E = 11%	F = i	G = -23%	H = -4%	I = -14%

> Cc1ccc2nc(CNC(=O)c3ccccc3)[nH]c2c1
  A = -9%	B = nt	C = 0%	D = 21%	E = -13%	F = nt	G = nt	H = -2%	I = i

Structural class: the compounds so far containing an aryl thioether with sulfur outside any ring
Letter code – A = GLP-1R inv ag; B = aSyn rescue; C = HEK293 tox; D = TDP43 rescue; E = FUS yeast rescue; F = Akt phos inh; G = Mm-Cpn inhibitor; H = Abeta rescue; I = PTHR1 agonist
> CCN(CC)S(=O)(=O)c1ccc(SCC(=O)c2c(N)n(C3CC3)c(=O)[nH]c2=O)nc1
  A = -21%	B = 0%	C = 0%	D = 11%	E = -27%	F = i	G = nt	H = 2%	I = -6%

> O=C(CSc1nnc(-c2ccco2)n1Cc1ccccc1)NC(=O)NCc1ccco1
  A = -1%	B = -6%	C = -27%	D = -2%	E = nt	F = i	G = -1%	H = 0%	I = i

Remaining list, next part.
Letter code – A = GLP-1R inv ag; B = aSyn rescue; C = HEK293 tox; D = TDP43 rescue; E = FUS yeast rescue; F = Akt phos inh; G = Mm-Cpn inhibitor; H = Abeta rescue; I = PTHR1 agonist
> Cc1ccc(NC(=O)c2cc(NC(=O)c3ccco3)ccc2N2CCOCC2)cc1Cl
  A = -17%	B = -10%	C = -8%	D = -7%	E = -5%	F = i	G = -2%	H = -1%	I = -9%

> O=c1[nH]c2ccccc2n2c(-c3ccccc3)nnc12
  A = 274%[activator]	B = 4%&-45%	C = -1%	D = ?	E = -7%	F = i	G = -4%	H = -75%[inhibitor]	I = -8%

> CCCNC(=O)C1CCC(Cn2c(=O)c3sccc3n(Cc3cccc(OC)c3)c2=O)CC1 (stereo unspecified)
  A = 1%	B = nt	C = -1%	D = 12%	E = 10%	F = nt	G = nt	H = -13%	I = -4%

> COc1cc(C2NC(=S)NC(c3ccccc3)=C2C(C)=O)cc(Cl)c1OCC(=O)O (stereo unspecified)
  A = -5%	B = 1%	C = 5%	D = 1%	E = 18%	F = i	G = -1%	H = -3%	I = i

> COc1cccc(CNC(=O)CCS(=O)(=O)c2cccc3nsnc23)c1
  A = 2%	B = -4%	C = -20%	D = 1%	E = 5%	F = i	G = 0%	H = 1%	I = i

> C/C(=N/NC(=O)c1ccco1)c1cccc(NC(=O)c2ccc(C)s2)c1
  A = 1%	B = 0%	C = 1%	D = -18%	E = nt	F = i	G = 0%	H = -7%	I = -4%

> CCN(CC)S(=O)(=O)c1ccc(N2CCCC2)c(NC(=O)Cc2c(F)cccc2Cl)c1
  A = -28%	B = 1%	C = 6%	D = -5%	E = 7%	F = i	G = -14%	H = 6%	I = -3%

> Cc1cc(S(=O)(=O)N2CCCOC2CNC(=O)C(=O)NCCc2ccco2)ccc1F (stereo unspecified)
  A = ?	B = 0%	C = 3%	D = -2%	E = 23%	F = i	G = -1%	H = -1%	I = -8%

> Cc1sc2ncn(C(C)C(=O)OC3CCCCC3)c(=O)c2c1C (stereo unspecified)
  A = ?	B = 14%	C = 20%	D = -31%[inhibitor]	E = 36%	F = i	G = -8%	H = -15%	I = -4%

> CC1CCC2(CC1)NC(=O)N(CC(=O)Nc1ccc3c(c1)OCCO3)C2=O (stereo unspecified)
  A = -25%	B = 1%	C = -11%	D = -9%	E = 6%	F = i	G = 0%	H = 15%	I = -5%

An excerpt; count on the stated rates, not on these rows.
